SARS 3CLpro inh – SARS-CoV 3CLpro protease inhibition; P0C6X7; recombinant SARS-CoV 3CLpro, quenched FRET peptide cleavage; inhibition, % at 6 µM; hit rate 0.14% among 290,000; in the data active = inhibition above about 12%
Anthrax LF prot – blocks Bacillus anthracis lethal factor protease; P15917; multiplex microsphere protease cleavage assay, LF; inhibition, % at 10 µM; hit rate 0.12% among 360,000; also: plate controls were buffer without enzyme for full effect and enzyme alone for no effect
TcdB inh – TcdB glycohydrolase inhibition | hit rate 0.24% among 350,000 | inhibition, % at 9.99 µM | TcdB glycohydrolase enzymatic assay, plate reader; in the data active = inhibition above about 10%
BoNT-A LC inh2 – blocks Botulinum neurotoxin A light chain protease; multiplex microsphere protease substrate cleavage, flow cytometry; hit rate 0.17% among 360,000; AID 588499; inhibition, % at 10 µM; also: plate controls were buffer without enzyme for full effect and enzyme alone for no effect
PrPC surface inh – reduces human prion protein on the cell surface. inhibition, % at 13.8 µM. cell surface PrPC, TR-FRET read-out. hit rate 0.43% among 370,000; in the data active = inhibition above about 24%; also: 0% = median of the test wells and 100% = reference compound wells
Vc quorum ag – quorum light induction in luxS cqsA deficient V. cholerae | V. cholerae BH1578 lux reporter, luminescence, 6 h | activation, % at 18.7 µM | hit rate 0.16% among 350,000 | AID 588436; in the data active = activation mostly above about 9.7%, no sharp cut-off; inconclusive = no clear call, values can overlap the other calls; inactive = mostly below about 3.7%; also: not every result past the cut was called active; inactives centre near 0; reference of the scale not given here
PfHsp40 rescue – restores yeast growth despite PfHsp40 toxicity. S. cerevisiae expressing PfHsp40, growth rescue, ATP luminescence. growth rescue, % at 12.5 µM. hit rate 0.68% among 340,000. AID 504582; in the data active = growth rescue above about 28%, passing the limit was not always enough; inconclusive = no clear call, values can overlap the other calls;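 also: yeast W303a lacking pdr1 and pdr3 grown in galactose medium; growth measured after three days at 30 °C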
Y pestis TopoI – Y. pestis Topo-I inhibition via cleavage products. Y. pestis Topo-I cleavage product accumulation, plate reader. activity, % at 10 µM. hit rate 0.064% among 360,000; in the data active = activity above about 50%, passing the limit was not always enough; inconclusive = no clear call, values can overlap the other calls; also: inactives centre near 2
PriA SSB inh – inhibitors of Klebsiella pneumoniae PriA binding to SSB C-terminal tail. AlphaScreen SSBct-PriA binding, biotinylated peptide. inhibition, % at 33 µM. hit rate 0.6% among 430,000; in the data active = inhibition mostly above about 37%, no sharp cut-off; inactive = mostly below about 20%;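 also: plate controls were negative control peptide for no effect and reference peptide for full effect; strong numbers were not always called active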
An asterisk follows results filed as active; i = inactive; ? = inconclusive; / = not tested or not shown; & = joins results of further samples. Rule as the data show it, unless noted: active = inhibition above about 30%; inconclusive = no clear call, values can overlap the other calls; inactive = below that. A portion of the library; the hit share may differ from the screen's.

SMILES	SARS 3CLpro inh	Anthrax LF prot	TcdB inh	BoNT-A LC inh2	PrPC surface inh	Vc quorum ag	PfHsp40 rescue	Y pestis TopoI	PriA SSB inh
CC(=O)N[C@H]1[C@H](OC2CCCCC2)O[C@H](COC(C)=O)[C@@H](OC(C)=O)[C@@H]1OC(C)=O	3.4	3.4	0.6	-2.3	4.0	-0.8	-0.1	-1.0	-1.6
Cn1c2ccc(F)cc2c2ncn(CCN3CCOCC3)c(=O)c21	-7.3	2.5	/	-1.2	-1.5	i	0.6	-0.5	-4.2
Cc1ccc(NC(=O)/C=C2\NC(=O)CS2)cc1	-3.9	-4.2	-0.5	0.4	5.2	i	-0.7	-12.0	-9.0
CCc1nc2ccccc2c(C(=O)OCC(=O)NC2CC2)c1C	/	-1.0	0.1	-0.6	5.6	i	0.9	-3.2	-16.7
CC(=NNC(=S)SCc1ccccc1)c1ccccn1	/	56.9*	-1.1	41.8*	10.9	i	0.0	8.5	-7.3
Cc1c(C(=O)NCC2CCCO2)oc2ccc(S(=O)(=O)N3CCCCC3)cc12 (stereo unspecified)	0.7	-5.6	0.2	0.1	6.3	-0.2	0.6	2.5	-11.3
CCOC(=O)C1=C(O)/C(=C/c2cc(OC)c(O)c(OC)c2)SC1=Nc1ccc(OC)cc1	-5.5	-0.5	/	2.1	-8.8	-0.2	-0.1	18.4	-2.0
COC(=O)c1sc(S(=O)(=O)NCc2cccs2)c(C(=O)OC)c1C	7.4	0.6	-0.1	-0.5	0.2	i	0.0	6.4	-15.6
COC(=O)[C@@]1(Cc2ccc(F)cc2)[C@H]2c3cc(C(=O)N(C)C)n(CCc4ccc(OC)c(Br)c4)c3C[C@H]2CN1C(=O)c1ccccc1	-3.5	-17.3	1.1	-0.3	1.4	i	0.5	35.4	-5.2
COc1ccccc1NC1=C(NC(C)=O)C(=O)c2ccccc2C1=O	3.6	-1.3	-0.7	-0.5	-60.8	-0.2	1.2	-9.2	-4.7

Brought forward from above: 3 compounds, then new ones.
SMILES	SARS 3CLpro inh	Anthrax LF prot	TcdB inh	BoNT-A LC inh2	PrPC surface inh	Vc quorum ag	PfHsp40 rescue	Y pestis TopoI	PriA SSB inh
COC(=O)c1sc(S(=O)(=O)NCc2cccs2)c(C(=O)OC)c1C	7.4	0.6	-0.1	-0.5	0.2	i	0.0	6.4	-15.6
COC(=O)[C@@]1(Cc2ccc(F)cc2)[C@H]2c3cc(C(=O)N(C)C)n(CCc4ccc(OC)c(Br)c4)c3C[C@H]2CN1C(=O)c1ccccc1	-3.5	-17.3	1.1	-0.3	1.4	i	0.5	35.4	-5.2
COc1ccccc1NC1=C(NC(C)=O)C(=O)c2ccccc2C1=O	3.6	-1.3	-0.7	-0.5	-60.8	-0.2	1.2	-9.2	-4.7
O=C(Nc1cc(=O)[nH]c2ncnn12)c1ccccc1Cl	-0.6	-5.6	/	-0.1	-7.4	-12.5	0.7	13.1	-17.9
COc1ccc(Cl)cc1NC(=O)CN(C)C(=O)CCSc1ccc(C)cc1	/	-43.0	0.2	-181.7	10.2	-0.6	2.3	25.3	-25.6
Cc1ccc(NC(=O)c2cc(C(=O)Nc3ccc(C)cc3)n(C)n2)cc1	/	-5.0	1.4	-0.2	0.6	-0.5	-0.6	-3.1	-7.5
COc1ccc(-n2cc(C#N)c(=O)n(Cc3ccc(F)cc3)c2=O)cc1	3.5	-10.7	1.1	-2.2	0.5	0.1	9.2	7.3	-14.4
CCCNc1c(NS(=O)(=O)c2ccc(C3CCCCC3)cc2)c(=O)oc2ccccc12	3.5	3.0	/	1.8	/	-0.6	0.4	5.3	-8.8
CN(CC1CCOCC1)C(=O)CC1C(=O)NCCN1CC1CCCCC1 (stereo unspecified)	-1.9	-6.1	0.1	-0.5	11.2	-0.9	1.9	21.0	-5.5
CC(C)Cn1nc(NS(=O)(=O)c2ccccc2)c2cc3ccccc3nc21	4.5	16.1	/	-2.1	-3.0	/	0.7	2.9	-3.8
COc1ccc(S(=O)(=O)N2CCCC(C(=O)Nc3ccc(OC)c(OC)c3)C2)cc1 (stereo unspecified)	0.2	-3.3	/	1.0	12.7	/	2.0	8.1	-0.2
CCOc1ccc(CCNC(=O)CCC(=O)N2CCSc3ccccc32)cc1OCC	-4.5	-6.9	1.1	-0.6	2.0	-0.2	0.2	17.9	2.3
COc1ccc(CNC(=O)Cn2nc(C)n3cccc3c2=O)cc1	-2.6	1.8	0.6	0.4	8.7	-0.2	-2.1	2.0	7.8
Cc1[nH]c2ccccc2c1CCN(Cc1cccs1)C(=S)NC(C)(C)C	-7.1	-5.5	-1.9	-1.2	-10.1	-0.2	-1.9	0.3	-2.3
O=C(Nc1ccc2c(c1)CCC2)C1COc2ccccc2O1 (stereo unspecified)	1.2	-5.6	-0.6	0.1	-3.3	-0.7	-1.3	3.5	-9.5
CCC1=NC(c2ccc(OC)cc2OC)N(O)C1(C)C (stereo unspecified)	0.8	-2.5	/	0.6	-6.7	-0.4	-1.2	-3.7	4.9
O=C(Nc1nc2cc3c(cc2s1)OCO3)c1cccc(N2C(=O)CCC2=O)c1	4.1	-11.2	-0.3	-2.5	0.8	-0.5	-0.1	6.0	-7.0
Cn1c(=O)c2c(nc(SCCNS(=O)(=O)c3ccccc3)n2C)n(C)c1=O	-5.8	-9.0	/	-0.9	7.8	-0.3	1.1	16.4	-3.8
O=C(CSc1nnc(-c2cccc(S(=O)(=O)N3CCCC3)c2)n1-c1ccccc1)Nc1cccc(C(=O)O)c1	-7.1	-5.2	-0.1	-0.1	-0.9	-0.2	-1.3	-0.4	1.1
Cn1cc(-c2csc(C(O)c3ccccc3)n2)cn1 (stereo unspecified)	/	-5.8	2.0	-0.2	2.2	-0.3	/	2.5	/
O=C(CCCC(=O)OCC(Cl)=C(Cl)Cl)Nc1ccccc1	-4.4	-0.4	1.6	0.9	3.3	-0.2	-1.7	11.0	-24.8
O=[N+]([O-])c1ccc(-[n+]2c(-c3ccccc3)cc(-c3ccccc3)cc2-c2ccccc2)cc1	0.1	4.0	0.3	2.6	-12.7	0.8	0.2	11.5	-7.6
CC(=O)N(CCC(c1ccco1)C(C)C)Cc1ccc(Cl)cc1 (stereo unspecified)	-0.3	/	-0.6	/	-1.8	-0.8	/	5.7	-16.4
Cc1ccc(OCC(=O)N2N=C(C(F)(F)F)CC2(O)C(C)(C)C)cc1C (stereo unspecified)	0.7	-7.1	/	1.6	12.1	i	-1.2	32.7	-12.8
CC(=O)NS(=O)(=O)c1ccc(NC(=O)CSc2ccc(C)cc2)cc1	2.3	-2.9	-0.6	-0.6	10.3	i	-0.3	-6.3	-4.2
Cc1cc(C)c(C)c(S(=O)(=O)NCCN2CCOCC2)c1C	-1.0	-8.6	1.0	-3.8	-3.2	-0.6	-0.6	-0.2	3.0&-22.6&-21.0
O=C(Nc1nnc(S(=O)(=O)N2CCN(c3ccc(F)cc3)CC2)s1)c1ccccc1	-1.8	-2.9	0.2	1.9	6.2	i	-0.2	-5.6	-1.8
COc1ccccc1CN1C(=O)CN(C2CCCC2)C(=O)C1c1ccc(F)cc1 (stereo unspecified)	-0.6	-8.7	1.8	?	7.5	-0.2	0.9	5.9	-10.2
CCN(CCCNC(=O)C1CCN(S(=O)(=O)CC)CC1)c1cccc(C)c1	1.6	-3.4	-3.2	-1.0	0.2	0.0	-1.6	6.5	-5.8
COc1cc(OC)cc(C(=O)NC(=S)Nc2nnn(C)n2)c1	1.6	-4.0	1.9	0.0	0.5	-0.4	0.4	-12.1	-12.4
Cc1c2cnn(CC(=O)N3CCOCC3)c(=O)c2c(C)n1Cc1ccccc1F	-5.2	-0.9	0.7	-0.2	-2.5	-0.2	0.0	2.5	1.5
CCn1nnc(NC(=O)C(C)(c2ccccc2)c2ccccc2)n1	1.9	-1.7	0.5	-0.3	1.6	-0.3	0.0	7.9	-0.5
CCCC(=O)c1cc(-c2nc3ccccc3n2C)n(C)c1	-4.8	-3.4	/	-0.5	-3.6	0.3	-0.9	2.9	-2.9
COc1ccc(/C=C/C(=O)Nc2nc(C)c(C(=O)N(C)C)s2)cc1OC	1.6	-0.6	-0.2	0.2	-14.6	i	0.8	-2.0	-3.6
CCCC(=O)Nc1ccc(NC(=O)c2ccco2)c(OC)c1	-1.0	1.1	0.5	-0.6	1.0	-0.6	-0.6	-4.8	-7.4
O=C(Nc1ccc(F)cc1)C1CCN(C(=O)c2ccc(F)cc2)CC1	/	3.4	-0.2	-0.4	-0.1	i	-0.1	-6.7	-17.3
CCN(CC)C(=O)Cn1cc(SCC(=O)NC)c2ccccc21	5.0	0.4	0.4	-1.0	-9.6	i	0.2	-4.7	-5.7
CC1CCN(S(=O)(=O)CCNC(=O)c2ccccc2)CC1	/	4.9	1.1	-3.1	-3.8	4.2	-0.1	1.1	-12.7
COc1ccc(NC(=O)c2ccncc2)cc1S(=O)(=O)N1CCCCC1	/	-3.0	-0.1	1.7	2.5	0.4	/	-3.7	/
CCOc1ccc(NC(=O)CN(C)C(=O)c2sc3ccccc3c2Cl)cc1OCC	/	-4.0	0.2	-1.8	5.3	-0.7	2.8	-0.7	12.8
O=C(Nc1ccn(Cc2c(F)c(F)cc(F)c2F)n1)c1cccc(Cn2cc([N+](=O)[O-])cn2)c1	2.6	-2.5	/	-1.6	1.1	2.0	-0.5	2.4	3.3
O=C(Nc1ccc2c(c1)OCO2)c1ccc(S(=O)(=O)N2CCCC2)cc1	0.7	-4.9	0.1	0.0	19.3	i	-0.7	2.2	2.2
O=C(O)c1cc(-c2ccccc2Cl)n(-c2ccc(F)cc2)n1	-1.1	-8.4	1.7	0.8	-6.9	-1.6	-1.0	1.8	2.8
COc1cccc(N(CC(=O)Nc2cccc(N(C)S(C)(=O)=O)c2)S(C)(=O)=O)c1	1.1	0.9	0.7	0.3	-4.0	1.8	-1.0	0.7	-2.3
CCOC(=O)N1CCN(C(C)C(=O)c2c[nH]c3ccccc23)CC1 (stereo unspecified)	2.5	2.4	/	1.4	-0.1	/	-0.8	-1.1	4.0
CC(=O)OCCn1c(C)[n+](CCOC(C)=O)c2cc(Cl)c(Cl)cc21	-3.1	-5.1	1.3	-1.2	-8.3	-0.1	/	-1.9	-12.3
CCOC(=O)c1c(C)[nH]c(C(=O)COC(=O)/C=C/c2ccc3c(c2)OCO3)c1C	-3.3	0.3	/	-1.5	-3.1	i	-0.9	3.1	-0.5
CCNC(=O)C(=O)NCC(c1ccc2c(c1)OCO2)N1CCOCC1 (stereo unspecified)	-0.8	-3.1	1.2	0.0	-1.0	-2.0	-2.7	-8.7	-3.0
COC(=O)c1c(NC(=O)CS(=O)(=O)c2ccccc2)sc(C)c1C	/	0.1	1.6	-0.8	-5.8	3.2	0.0	18.3	-10.3
CC(C)c1ccc(-c2nc3c([nH]2)c(=O)n(C)c(=O)n3C)cc1	2.9	5.1	/	-0.5	-2.3	i	0.5	0.7	-13.5
Cc1c(NS(=O)(=O)c2cc(C(=O)NCc3cccnc3)cc(Cl)c2Cl)c(=O)n(-c2ccccc2)n1C	/	/	-1.4	/	-3.8	-0.8	-1.3	-1.7	1.1
CCOC(=O)C1C(=O)C(=O)N(C(C)C)C1C(=O)OCC (stereo unspecified)	/	0.5	6.7	-0.4	-1.2	i	-0.1	1.3	-2.6
NC(COCc1ccccc1)c1csc(Nc2nccc(C(F)(F)F)n2)n1 (stereo unspecified)	/	-2.4	-0.8	-0.1	-6.6	i	/	9.8	/
O=C(CSc1nc2ccccc2c(=O)n1CCCO)NCc1ccccc1	0.7	-3.8	/	-0.8	-6.5	i	-0.6	4.0	1.9
Cc1nnc(NC(=O)c2cc(-c3ccco3)nc3ccccc23)s1	/	-2.4	-3.0	-3.8	-8.3	-9.9	-0.6	-0.8	/
COc1ccc2c(c1)c(CC(=O)NCc1cc([N+](=O)[O-])ccc1O)c(C)n2C(=O)c1ccc(Cl)cc1	-4.6	-2.2	0.0	-0.9	3.9	i	-0.4	14.5	-2.1

Source: PubChem BioAssay (several laboratories)
